PMI inhibitors = MPI enzyme activity inhibition – biochemical, fluorescence intensity, coupled assay, primary screen (AID 1209) | purified PMI enzyme, coupled fluorescence intensity; higher % means a stronger effect | inhibition, % at 20 µM, or IC50 in µM where a hit was titrated | hit rate 0.42% among 190,000; in the data active = inhibition above about 50%;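 also: plate controls were DMSO vehicle for no effect and wells lacking substrate for full effect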
Dynein cargo inh = dynein cargo transport inhibition; z-score, hits read low; hit rate 0.47% among 220,000; AID 1381; 3617.4 mouse cells, GR-EGFP nuclear translocation imaging; test concentration mostly 20 µM; stimulated with dexamethasone, 1 µM; hits give low values;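 active = plate z-score of nuclear minus cytoplasmic receptor signal below a set negative limit, without overly bright fluorescence or cell loss, cut at about -3.5 in these data, passing the limit was not always enough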;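 also: z-score of nuclear minus cytoplasmic ring GR-EGFP intensity difference per well; some compounds called inactive have numbers as strong as hits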
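Buffer or medium: tet-free, stripped-serum medium; reagent: dexamethasone at 1.0 µM final, 30 min; incubation: 48 h induction, 1 h compound, 30 min dex at 37 °C; measured by: formaldehyde fixation, Hoechst nuclear stain, 10x automated fluorescence imaging; read-out: nuclear-to-cytoplasmic GR-EGFP distribution per well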
bCat nuc transl = alters nuclear translocation of beta-catenin in HeLa cells; immunofluorescence imaging; nuclear translocation activity, % at 5 µM; hit rate 0.3% among 190,000; AID 1665;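 active = nuclear translocation activity above 50% at 5 µM, with a well cell count of 50 or more; inconclusive = wells under 50 cells across six images, flagged as toxic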;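 also: per-cell ratio of nuclear to cytoplasmic median beta-catenin stain intensity; plate controls were DMSO negative control for no effect and GSK-3 inhibitor IX positive control for full effect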
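assay system = human HeLa cells, endogenous beta-catenin | times = compound treatment 24 h, 37°C, 5% CO2 | detection = Anti-beta-catenin immunofluorescence on PFA-fixed, Triton-permeabilized cells, DAPI nuclei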
Insulin prom up = MIN6 insulin promoter up-regulation; MIN6 insulin promoter-GFP reporter, high-content imaging; hits give high values; z-score at 5 µM; hit rate 0.3% among 190,000; AID 1625;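 active = z-score above 3 at 5 µM with at least 500 cells counted in the well; inconclusive = wells under 500 cells, flagged as cytotoxic or low count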
TNAP activators = human TNAP enzyme activators, primary screen, biochemical, luminescent, no phosphate acceptor, uHTS (AID 1001). purified TNAP, luminescent activation assay, no phosphate acceptor; higher activation fold means a stronger effect. one-dose activation fold at 20 µM; EC50 in µM for titrated hits. hit rate 0.03% among 200,000; in the data active = activation fold from about 3, or a potency from the dose series; inactive = the rest, 99 in 100 with activation fold below about 1.6; also: many of its hits are not listed in these tables
Myeloid diff MLP = compounds promoting myeloid differentiation; ER-HoxA9 myeloid progenitors, lysozyme-GFP differentiation, flow cytometry; calls only at 10 µM; hit rate 1% among 360,000;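 active = normalized GFP-positive differentiation at or above the plate's own cutoff, the solvent-only control mean plus 3 SD; inconclusive = no clear call, values can overlap the other calls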;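 also: cells exposed to compound for four days before flow analysis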
T cell HTS = T cell immune modulators affecting CD8 T cell-vesicle binding | 2C CD8+ T cell-vesicle binding, flow cytometry; hits give low values | calls only at 7 µM | hit rate 0.068% among 330,000 | AID 2052;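 active = response, share of CD8 T cells binding vesicles, and their 90th percentile fluorescence all below set limits, cut at about 80% in these data, passing the limit was not always enough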
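Assay system – 2C mouse CD8+ T cells · Also added – QL9-loaded Drosophila micro-vesicles · Timing – Cell–vesicle co-incubation 1.5 h at 37 °C, staining 20 min on ice · Signal – flow cytometry of vesicle-bound cells · Measure – percent CD8+ FL2 mean versus row control · Controls – Peptide-free naked vesicles (low) and QL9 vesicles with 0.7% DMSO vehicle (high)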
MT stabilizer = microtubule stabilization, imaging screen | % tubulin-high responders, % at 10 µM | AID 2205 | hit rate 0.83% among 200,000 | HeLa tubulin immunostaining HCS, 24 h; share of cells brighter than vehicle mean+2SD;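 active = plate Z-score above 3 for both tubulin-high and condensed-nucleus cell shares, with cell loss under 80%, at 10 µM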;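 also: anti alpha tubulin signal scored within the nucleus-defined area of each cell; some results filed as inactive read as strong as hits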
Hep lipid drop = hepatic lipid droplet formation modulation. AML12 mouse hepatocytes, oleate lipid droplets, BODIPY imaging. inhibition, % at 6.5 µM. hit rate 0.4% among 240,000;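 active = lipid droplet intensity inhibited by at least 50%, with more than 500 cells counted; inconclusive = wells with under 300 cells, treated as cytotoxic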
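Material – AML12 mouse liver cells · Also added – oleate loading, 100 µM · Compound dosing – 6.5 µM single-point dosing · Times – overnight treatment with compound plus oleate · Measured by – fluorescence imaging, 20x objective, two fields per well · Read-out – percent inhibition of filter-corrected integrated lipid droplet intensity per well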
Dynein cargo inh cytoplasmic EGFP = further read-out of Dynein cargo inh, marked with its call; z-score; measured here: cytoplasmic GR-EGFP intensity; hits give high values
Dynein cargo inh nuclear GR-EGFP = further read-out of Dynein cargo inh, marked with its call; z-score; measured here: nuclear GR-EGFP intensity;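 lower value marks the stronger effect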
Dynein cargo inh cell count = further read-out of Dynein cargo inh, marked with its call; z-score; measured here: cell count per field
Insulin prom up cell count = also measured in Insulin prom up; calls as there; cell count; measured here: cytotoxicity, nuclei count;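 total cells summed across four imaged fields per well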
Hep lipid drop cells 6.5 µM = recorded beside Hep lipid drop, whose call it bears; cell count; measured here: cell count, cytotoxicity flag;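 cells counted across two imaged fields per well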
bCat nuc transl cell count 5 µM = further read-out of bCat nuc transl, marked with its call; cell count; measured here: cell count, cytotoxicity flag
T cell HTS vesicle-bound % = also measured in T cell HTS; calls as there; double positive events, %; measured here: CD8+ vesicle-bound cell fraction;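 binding gate set so that unloaded-vesicle control wells show 10% double positive cells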
MT stabilizer Hoechst-high % = further read-out of MT stabilizer, marked with its call; % Hoechst-high responders; measured here: nuclear condensation Hoechst responders;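 share of cells brighter than vehicle mean plus two SD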
MT stabilizer cytotoxicity % = second read-out of MT stabilizer, no call of its own (marks repeat the call); toxicity, %; measured here: cytotoxicity by cell density;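 0% = mean cell density of plate MIN control wells and 100% = no cells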
Myeloid diff MLP GFP+ MAC1+ % = recorded beside Myeloid diff MLP, whose call it bears; GFP+ MAC1+ double positive, %; measured here: differentiation confirmed by MAC1 staining
An asterisk follows results filed as active; i = inactive; ? = inconclusive; . = not tested or not shown.

SMILES	PMI inhibitors	Dynein cargo inh	Dynein cargo inh cytoplasmic EGFP	Dynein cargo inh nuclear GR-EGFP	Dynein cargo inh cell count	bCat nuc transl	bCat nuc transl cell count 5 µM	Insulin prom up	Insulin prom up cell count	TNAP activators	Myeloid diff MLP	Myeloid diff MLP GFP+ MAC1+ %	T cell HTS	T cell HTS vesicle-bound %	MT stabilizer	MT stabilizer Hoechst-high %	MT stabilizer cytotoxicity %	Hep lipid drop	Hep lipid drop cells 6.5 µM
O=C(c1ccccc1)N1CCN(c2ccccc2F)CC1	4%	-0.061	-0.2	0.12	1.3	.	.	-0.52	1252	1	i	2.8	i	23	3.3	0.2	64	-7	608
O=S(=O)(Cc1cc(Cl)nc(-c2ccncc2)n1)c1ccccc1	-10%	0.17	0.023	-0.0032	-1.6	1.8	984	-0.11	945	1	i	0.5	i	30	2.2	0.9	2.8	4	681
CC(Cc1ccccc1)(NC(=O)CN)c1ccccc1 (stereo not drawn)	5%	.	.	.	.	-0.9	1127	0.36	1541	1.1	.	.	i	13	.	.	.	11	700
Nc1c(C(=O)Nc2ccccc2)sc2nc3c(c(-c4ccco4)c12)CCC3	6%	3.4	-0.077	1.9	-0.28	-2.5	1037	-0.31	1191	1.1	i	0.7	i	24	4.0	3.7	3.4	.	.
Cc1csc(NC(=O)C2CCCN2C(=O)OCC(C)C)n1 (stereo not drawn)	7%	-0.46	-0.2	0.19	-0.17	0.7	1128	0.09	929	1	i	1.6	i	38	5.0	2.2	8.8	.	.
CCO[C@@H]1OC(C(=O)NC2CC2)=C[C@H](C)[C@H]1CCCO	.	2.5	-0.18	1.5	-1.6	0.2	1365	1.1	923	.	i	0.5	i	19	.	.	.	41	719
CC(C)(C)C1CCC2(CC1)NC(=S)N(c1ccccc1)N2 (stereo not drawn)	-72%	-0.82	-0.28	-0.48	1.4	-2.5	1243	-0.56	1235	1	i	0.0	i	47	2.7	1.7	4.8	28	720
O=C(CCCC(=O)N(CC(=O)NC1CCCC1)Cc1ccc(F)cc1)Nc1ccccn1	4%	0.15	-0.18	-0.043	-0.6	0.1	1138	-0.96	1257	1	i	0.8	i	13	2.6	1.2	0.2	.	.
Cc1ccc(C(CC(=O)c2ccc(Cl)cc2)C(=O)O)cc1 (stereo not drawn)	-8%	-1.5	-0.28	-0.7	3	-3.4	1178	0.31	1340	1.1	i	0.5	i	55	3.3	1.5	2.7	-2	721
O=C(NCc1ccco1)C(=O)c1cn(CC(=O)N2CCCC2)c2ccccc12	-2%	-0.37	-0.26	-0.15	0.49	1.0	1042	-0.79	1146	1	i	0.5	i	63	4.0	2.3	6.2	-6	749
Cc1cc(=O)n(-c2ccccc2Cl)[nH]1	-86%	-0.31	-0.14	0.018	-0.2	0.3	1087	-0.16	1312	1	i	0.6	i	44	2.2	2.1	4.9	9	726
CC(=O)c1c(N2CCN(c3ccccc3)CC2)nc(=S)n(-c2ccccc2)c1C	-14%	-0.64	0.11	-0.26	0.51	-0.4	906	0.65	1118	1	i	1.1	i	39	2.3	1.4	6.9	.	.
Cc1cc(C)cc(OCC(=O)OC/C(O)=C(\C#N)c2nc3ccccc3[nH]2)c1	27%	1.1	-0.22	0.36	-0.85	1.7	1012	0.04	1391	1.3	i	0.6	i	40	4.1	3.5	3.9	-13	705
N#C/C(=C/c1ccc(N2CCOCC2)c([N+](=O)[O-])c1)C(N)=O	-5%	0.26	-0.28	0.44	1.4	-2.6	1197	-0.03	875	0.9	i	5.1	i	41	4.4	2.6	7.2	-2	788
COc1ccc(Cc2nnc(N/N=C/c3ccccc3O)[nH]c2=O)cc1OC	16%	0.1	-0.26	-0.14	0.94	-1.9	915	.	.	2.7	?	.	i	49	6.5	0.6	29	-4	450
CC(NC(=O)OC(C)(C)C)C(=O)N1CCCC1C(=O)NC(Cc1ccccc1)C(N)=O (stereo not drawn)	3%	1	-0.3	0.81	1.2	-0.7	1017	0.04	1693	0.9	i	0.7	i	53	1.2	2.0	7.2	-4	658
COc1ccc(S(=O)(=O)NCC2CCCN(CC(C)(C)C)C2)cc1 (stereo not drawn)	8%	-0.5	-0.32	-0.18	1.3	-1.9	1179	-0.38	1439	1.1	i	0.4	i	23	3.6	1.8	5.2	5	728
O=C(Nc1ccc(Cl)cc1Cl)C1=Cc2ccccc2OC1	6%	-0.53	-0.086	-0.21	0.28	.	.	0.17	934	1.1	i	0.4	i	49	2.2	1.6	19	26	822
C/C(=N\NC(=O)c1ccc(Cn2cc(Br)cn2)o1)c1cccc(NC(=O)C(C)C)c1	4%	0.22	-0.18	0.54	-0.85	1.1	936	0.3	1213	1.1	i	0.6	i	20	2.4	2.6	6.4	2	676
COC(=O)Nc1ccc2c(c1)ncn2C1CCCCC1	7%	0.77	-0.033	0.57	-0.73	-4.1	934	0.21	1449	1.1	i	1.3	i	54	6.0	2.2	6.1	.	.
CCOC(=O)C(C(=O)OCC)C(CC(=O)C1CC1)c1ccccc1 (stereo not drawn)	-2%	0.35	-0.15	0.57	-0.5	-2.3	866	-0.87	1651	1.1	i	0.7	i	54	3.2	1.1	0.6	.	.
Cc1cccc(OCCNC(=O)c2ccc(Oc3ccc(C(F)(F)F)cc3[N+](=O)[O-])cc2)c1	13%	-0.21	-0.13	0.45	0.3	-1.4	1354	0.4	1226	1.1	i	0.4	i	48	1.4	0.2	1.1	.	.
CCOc1cc(NC(=O)c2ccco2)c(OCC)cc1NC(=O)CCC(=O)NCc1cccnc1	20%	-0.39	-0.18	-0.012	-0.031	.	.	0.68	1188	1.1	i	1.3	i	56	10	2.2	5.1	13	617
O=C(CCCN1C(=O)/C(=C/c2ccccc2Cl)SC1=S)NNC(=O)c1ccccc1Cl	9%	-1.1	-0.23	-0.78	-0.069	-1.6	1077	0.13	1587	1.7	i	0.5	i	31	4.3	3.3	1.6	-11	688
COc1cc(OC)c(-c2nnc3n(CCc4ccccc4)c(=O)c4ccccc4n23)cc1OC	16%	1.1	-0.24	1.3	-0.65	0.5	1172	0.12	1399	1	.	.	i	25	3.0	2.8	4.0	19	660
CCC(C(=O)N1CCc2cc(OC)c(OC)cc2C1)c1ccccc1 (stereo not drawn)	14%	-0.5	-0.26	-0.0093	0.0061	1.8	934	-0.53	928	1.1	i	1.0	i	63	2.1	2.1	7.8	-3	641
CCn1cc(/C=C/C(=O)Nc2ccn(Cc3c(F)c(F)c(F)c(F)c3F)n2)cn1	-6%	0.6	-0.22	0.084	-0.79	-1.5	551	-0.52	1303	1	i	0.6	i	39	2.4	2.5	6.8	4	729
COc1ccc(NC2=Nc3cccc4cccc2c34)cc1	16%	-0.52	0.97	-0.011	0.26	-0.6	1165	-0.47	1366	0.9	i	0.4	i	14	1.8	1.4	2.3	-8	483
CN1CCN(Cc2c(O)c(Cl)cc3c(-c4ccccc4)cc(=O)oc23)CC1	-14%	-0.46	-0.21	0.014	0.14	-8.7	1053	-0.15	1122	1.2	i	0.5	i	31	5.6	2.6	8.3	.	.
O=C(COC(=O)CCc1c[nH]c2ccccc12)NC(c1ccccc1)c1ccccc1	14%	-0.086	-0.25	0.38	-0.073	-1.7	1087	-0.37	1510	1.7	i	0.1	i	47	4.6	2.5	8.2	13	676
CCOC(=O)C(=CNc1ccc(-c2ccco2)c(Cl)c1)C(=O)OCC	.	-0.081	-0.077	0.1	0.5	0.7	1307	-0.21	1152	.	i	0.5	i	3	.	.	.	34	788
O=C(Nc1ccc2cn[nH]c2c1)c1ccc(S(=O)(=O)N2CCOCC2)cc1	2%	0.04	-0.28	0.23	0.91	-4.1	1060	0.27	1494	1.4	i	0.1	i	53	1.4	0.7	4.7	21	656
Cc1ccc(-c2nn3c(C)nnc3s2)cc1NC(=O)c1ccc(-c2ccc(Cl)cc2Cl)o1	-9%	-0.51	0.93	0.17	-0.65	6.0	1108	-1.7	928	0.9	i	0.7	i	50	2.0	3.5	0.2	.	.
Cc1cc(C)c(NC(=O)C(C)OC(=O)c2cc(Br)c(Br)s2)c(C)c1 (stereo not drawn)	-4%	-0.38	-0.24	-0.42	0.59	0.1	894	-0.64	1257	0.9	i	0.1	i	42	4.1	2.8	3.2	5	701
Cc1ccc2cc(CN(C(=O)c3ccco3)c3ccccc3)c(=O)[nH]c2c1	0%	1.3	0.086	1.6	-1.1	0.3	1372	-1.1	1380	1	i	0.5	i	49	4.6	2.7	10	.	.

Bioassay records (PubChem BioAssay)

The order is random; about 3% have a hit in one of these screens.
